# Screening results (PubChem BioAssay)
# GLP1R cytotox: cytotoxic in the GLP-1 receptor inverse agonist counter-screen; HEK293 cAMP-luciferase reporter cells, luminescence, 24 h; Potency, µM (top dose mostly 38.3 µM), for inactives: at the top dose activity change, negative = inhibition, actives largely listed as inhibitors; 410,000 compounds, 0.13% hits;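 also: loss of luciferase light is scored as toxicity; potency is read from the fitted curve at half-maximal effect; % is scaled to controls: 0 for no effect and ±100 for the full control effect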
#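 A 23 nL compound transfer followed 12 hours of cell culture at 37 deg C; exposure then lasted 24 hr. Luciferase assay detection reagent was dispensed and plates read for luminescence after a 12 min room-temperature wait.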
# PI5P4K alpha inh: PI5P4K alpha (human) kinase inhibition. P48426. PI5P4Kalpha enzyme, ADP-Glo luminescence, 60 min; stronger effect = lower value. max response, %. 330,000 compounds, 1.2% hits. AID 652105; active = max response of -50% or lower; inconclusive = between -30% and -50%; inactive = -30% or higher; also: value at the top dose of about 77 µM; % is scaled to controls: 0 for no effect and ±100 for the full control effect
#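 Single end-point luminescence (ADP-Glo) quantified ADP from PI5P4Kalpha turnover; ATP 5 microM final, 1 h at RT, 0.1% CHAPS and 0.28 mM EGTA in HEPES pH 7.4.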
# GLP1R inv ag: GLP-1 receptor (human) inverse agonism; P43220; HEK293 GLP-1R CRE-luciferase, luminescence, 24 h; GLP-1R form is constitutively active; Potency, µM (top dose mostly 38.3 µM), inactives show at the top dose activity change, negative = inhibition, actives largely listed as inhibitors; 410,000 compounds, 1.6% hits; AID 624417; also: potency is read from the fitted curve at half-maximal effect; % is scaled to controls: 0 for no effect and ±100 for the full control effect; nearly all actives have a fitted effect of over 55% in size
# Target sequence (P43220 whole entry, looked up): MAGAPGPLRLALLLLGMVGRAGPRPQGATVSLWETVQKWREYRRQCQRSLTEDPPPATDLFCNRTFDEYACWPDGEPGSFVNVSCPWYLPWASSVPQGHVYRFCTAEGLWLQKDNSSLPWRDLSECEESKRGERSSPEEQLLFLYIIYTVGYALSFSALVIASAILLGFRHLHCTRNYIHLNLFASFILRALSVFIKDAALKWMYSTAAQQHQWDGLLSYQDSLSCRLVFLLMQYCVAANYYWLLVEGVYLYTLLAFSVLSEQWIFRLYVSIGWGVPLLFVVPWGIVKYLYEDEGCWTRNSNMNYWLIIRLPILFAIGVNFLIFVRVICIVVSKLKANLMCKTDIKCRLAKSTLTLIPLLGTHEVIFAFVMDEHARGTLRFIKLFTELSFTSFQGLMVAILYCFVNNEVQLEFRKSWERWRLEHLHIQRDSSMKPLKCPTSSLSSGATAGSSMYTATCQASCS
#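 HEK293 cells stably co-expressing a cAMP-responsive luciferase reporter and constitutively active GLP-1R were seeded, incubated 12 h, then exposed to compounds for 24 h at 37 C. Luminescence was read 12 min after detection reagent; inverse agonists lower signal.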
# PTHR1 ag: PTHR1 (human) receptor agonism. Q03431. HEK293 GP2 PTHR1 cells, GloSensor cAMP luminescence, 1 h. Potency, µM (doses to about 115 µM), for inactives: at the top dose activation, actives largely listed as activators. 410,000 compounds, 0.075% hits. AID 743266; also: potency is read from the fitted curve at half-maximal effect; nearly all actives have a fitted effect of over 55% in size; some results filed as inactive show a strong effect at the top dose; inactives centre near -15; many of its hits are not listed in these tables
#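 HEK-293-derived GP2 cells expressing PTHR1 and a GloSensor cAMP reporter, 3,000/well, plated overnight, given luciferin plus IBMX (each 0.5 mM as added) for 1 h at 37 °C, then compound for 1 h at 37 °C. Luminescence was read after 15 min at room temperature.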
# EPAC1 antagonist: blocks human EPAC1 exchange factor; O95398; EPAC1 GEF assay, Rap1b-BODIPY-GDP exchange fluorescence; Potency, µM (series often up to 115 µM), inactives show at the top dose activity change, negative = inhibition, usual class: inhibitors; 360,000 compounds, 0.14% hits; AID 720709;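 also: potency is read from the fitted curve at half-maximal effect; plate controls were vehicle for no effect and positive control for full effect; nearly all actives have a fitted effect of over 50% in size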
# GLP-1R agonist: agonists of human GLP-1 receptor | P43220 | HEK293 GLP-1R CRE-luciferase, luminescence, 4-6 h; cells express a hypersensitive GLP-1R form | Potency, µM (highest dose often 45.6 µM), without a hit: at the top dose activation, actives largely listed as activators | 380,000 compounds, 0.007% hits; also: potency is read from the fitted curve at half-maximal effect; % of control where 0% means no effect
# EPAC1 agonist: EPAC1 (human) agonism; EPAC1 agonist qHTS, biochemical assay; response scale: 100% = response to 6.5 mM cAMP; Potency, µM (series often up to 154 µM), for inactives: at the highest dose activation, hits mostly activators; 360,000 compounds, 0.073% hits; AID 720707; also: potency is read from the fitted curve at half-maximal effect; nearly all actives have a fitted effect of over 60% in size
#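 Read-out is the fluorescence drop as BODIPY-GDP leaves Rap1B (480 nm excitation, 540 nm emission), recorded every 5 minutes over 30 minutes. Reactions held 100 nM EPAC1, 250 nM Rap1B–BODIPY-GDP and 50 uM GDP, with 6.5 mM cAMP setting full activation.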
# PLK1 PBD block: blocks phosphopeptide binding to human PLK1 polo-box domain; 360,000 compounds, 2.8% hits; Potency, µM, without a hit: max response, negative = inhibition, usual class: inhibitors; P53350; Plk1 PBD binding of FITC phosphopeptide, fluorescence polarization; also: potency is read from the fitted curve at half-maximal effect; series mostly up to about 57 µM; % is scaled to controls: 0 for no effect and ±100 for the full control effect; nearly all actives have a fitted effect of over 65% in size
# Target sequence (P53350 whole entry, looked up, the tested form may be a part): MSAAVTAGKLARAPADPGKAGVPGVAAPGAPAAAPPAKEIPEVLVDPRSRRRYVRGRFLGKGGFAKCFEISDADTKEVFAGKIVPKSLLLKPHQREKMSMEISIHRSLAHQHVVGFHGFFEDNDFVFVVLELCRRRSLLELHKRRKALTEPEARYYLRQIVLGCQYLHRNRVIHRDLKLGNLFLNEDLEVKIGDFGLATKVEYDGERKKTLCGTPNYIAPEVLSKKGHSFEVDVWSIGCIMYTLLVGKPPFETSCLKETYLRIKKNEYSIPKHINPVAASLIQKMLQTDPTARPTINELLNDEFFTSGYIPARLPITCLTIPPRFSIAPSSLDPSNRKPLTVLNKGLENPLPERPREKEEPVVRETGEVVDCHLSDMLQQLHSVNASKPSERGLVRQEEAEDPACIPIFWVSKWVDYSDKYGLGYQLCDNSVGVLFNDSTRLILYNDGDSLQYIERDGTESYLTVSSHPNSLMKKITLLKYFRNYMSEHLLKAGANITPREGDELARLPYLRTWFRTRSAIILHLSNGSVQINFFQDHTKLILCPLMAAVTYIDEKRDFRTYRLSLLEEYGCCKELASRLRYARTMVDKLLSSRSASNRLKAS
# IL2 activator: activators of IL-2; IL-2 activation reporter assay, cell-based qHTS; stimulated with anti-CD3/CD4/CD28 beads; in transgenic mouse T cells; activation, % (series mostly up to about 46 µM); 360,000 compounds, 0.065% hits; AID 652025; in the data active = activation above about 50%; inconclusive = mostly about 30% to 49%; also: 0% is about no effect
#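 Screening format: compound pinned onto unstimulated transgenic mouse T cells, 60 min incubation, then anti-CD3/anti-CD4/anti-CD28 bead stimulation for 18 hours at 37 degrees C, followed by EGFP and DsRed detection.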
# The depositor's hits bear a star; i = inactive; ? = inconclusive; · = no result given; [ ] = another dose, or the depositor's remark. Unless noted, calls follow the shape of the dose curve; as a rule, active = well fitted curve in the direction sought with a large enough effect; inconclusive = small, poorly fitted or top-dose-only effect, or another doubt; inactive = no such curve, though single readings can be large; an effect the other way counts as inactive or inconclusive.
SMILES,GLP1R cytotox,PI5P4K alpha inh,GLP1R inv ag,PTHR1 ag,EPAC1 antagonist,GLP-1R agonist,EPAC1 agonist,PLK1 PBD block,IL2 activator
O=C(Cn1ncc2c3ccccc3n(Cc3ccccc3F)c2c1=O)NCC1CCCO1 (stereo not given),-22%,0,14%,i,-15%,-1%,-5%,6%,2.6
CCN=C1SC(C(=O)Nc2cc(Cl)cc(Cl)c2)CC(=O)N1CC (stereo not given),7%,-1,25%,-8%,0%,3%,0%,-5%,2.5
COc1ccc(OC)c(NC(=O)c2ccc(CN3CCc4ccccc4C3)cc2)c1,2%,-12,11µM*,i,0%,2%,13%,-1%,1.1
COc1cccc(/C=N/Nc2nc(-c3cccnc3)nc3ccccc23)c1,?,1,?,-23%,?,1%,-10%,14%,-4.1
Cc1ccccc1C(=O)N1CCC(C(=O)Nc2ccc(S(=O)(=O)N3CCCCC3)cc2)CC1,-2%,1,?,-37%[inhibitor],-2%,-3%,-6%,-1%,-0.6
Cc1cccc(-n2ncc3c(NCCCN4CCCC4=O)ncnc32)c1,-1%,-6,46%[activator],-1%[57.5 µM],10%,7%,-6%,-1%,-2.0
COc1ccc(OC2(C)CCN(Cc3ccc(-c4ccccc4)o3)C2)cc1 (stereo not given),4%,8,?,-19%,0%,26%,-2%,2%,-1.1
COc1cc(NC(=S)NC(=O)c2ccccc2C)ccc1NC(=O)c1cccs1,-5%,11,-23%,-11%[57.5 µM],-16%,-10%,8%,-8%,-3.4
CCCS(=O)(=O)N1CCN(C2CCC(C)CC2)CC1 (stereo not given),30%[activator],-2,95%[activator],i,-2%,6%,4%,-8%,-0.5
Cc1ccc(/C=N/N2CCN(Cc3cccc4ccccc34)CC2)s1,0%,-6,?,i,-11%,5%,3%,4%,-3.4
CSCCC(NC(=O)COc1ccccc1)C(=O)N1CCOCC1 (stereo not given),-21%,2,1%,i,5%,3%,12%,-4%,0.8
Nc1cc(=O)nc(SCC(=O)N2CCN(c3ccccc3)CC2)n1-c1ccccc1,-10%,0,-10%,-37%[inhibitor],1%,2%,-7%,0%,-1.7
Cc1ccc(C(=O)Oc2cccc(NC(=O)c3cccs3)c2)cc1S(=O)(=O)N1CCOCC1,-10%,-6,?,-20%,6%,-12%,-3%,2%,-3.4
Fc1ccc(OCc2nn3cnnc3s2)cc1,16%,·,27%,i,0%,-10%,13%,-6%,-1.9
COC(=O)c1cc(=O)n(Cc2ccc3c(c2)OCO3)c(=Nc2ccccc2)s1,0%,4,-15%,-15%,-16%,-5%,11%,-3%,-0.5
Cc1ccc(Nc2cc(C)c3ccc(O)cc3n2)cc1C,-10%,0,?,-64%[inhibitor],-11%,25%,16%,-7%,-0.8
O=C(Cn1cnc2c(OCc3ccccc3)ncnc21)NCc1ccccn1,-9%,-1,-15%,-20%,9%,-8%,-11%,-16%,0.0
O=C(COC(=O)c1cc(S(=O)(=O)N2CCOCC2)ccc1F)NCCc1ccc(F)cc1,5%,-4,9%,?,4%,-1%,0%,-6%,0.4
CCOC(=O)C1=C(C)OC(N)=C(C#N)C1c1cc2c(cc1Br)OCO2 (stereo not given),-1%,3,-9%,-12%,-7%,4%,16%,-13%,-2.0
O=c1[nH]c(=S)[nH]c2nc(-c3ccccc3)cnc12,-12%,?,-9%,-7%,16%,1%,3%,-20%,0.0
COc1cc(C2CC(=O)NC(SCC(=O)Nc3ccccc3C)=C2C#N)ccc1O (stereo not given),-16%,-2,20%,i,-1%,?,8%,-8%,0.6
Cc1cc(N2CCN(S(=O)(=O)c3ccc(Cl)c(Cl)c3)CC2)c2ccccc2n1,1%,12,?,-35%[inhibitor],3%,7%,15%,2%,-0.7
Cc1ncc(S(=O)(=O)c2ccc(Cl)cc2)c(-c2ccccc2)n1,8%,-1,13%,i,6%,32%,3%,-10%,0.3
CCC(C)(C)C1CCC(NC(=O)N2CCN(c3ccccc3O)CC2)CC1 (stereo not given),-17%,4,?,-14%,-6%,2%,-10%,?,-5.9
O=C(Cc1csc(N2CCOCC2)n1)N/N=C/c1ccc(O)c(O)c1O,4%,-60*,9%,i,?,-2%,-9%,11µM*,1.8

# Profiles, looked up by structure.
# COc1cccc(/C=N/Nc2nc(-c3cccnc3)nc3ccccc23)c1 is listed as GLP1R cytotox: ?; PI5P4K alpha inh: 1; GLP1R inv ag: ?; PTHR1 ag: -23%; EPAC1 antagonist: ?; GLP-1R agonist: 1%; EPAC1 agonist: -10%; PLK1 PBD block: 14%; IL2 activator: -4.1
# CCN=C1SC(C(=O)Nc2cc(Cl)cc(Cl)c2)CC(=O)N1CC (stereo not given) is listed as GLP1R cytotox: 7%; PI5P4K alpha inh: -1; GLP1R inv ag: 25%; PTHR1 ag: -8%; EPAC1 antagonist: 0%; GLP-1R agonist: 3%; EPAC1 agonist: 0%; PLK1 PBD block: -5%; IL2 activator: 2.5

# Remaining list, next part
SMILES,GLP1R cytotox,PI5P4K alpha inh,GLP1R inv ag,PTHR1 ag,EPAC1 antagonist,GLP-1R agonist,EPAC1 agonist,PLK1 PBD block,IL2 activator
Cc1cccc(NC(=O)C2CCN(c3nc(C)cc(C)n3)CC2)c1,-4%,2,-4%,i,-10%,-4%,2%,-7%,-0.5
CCOC(=O)CNC(=O)c1sc(NC(=O)c2cccc(F)c2)nc1C,9%,0,10%,i,-4%,0%,3%,-13%,-1.9
Cn1cc(CN2CCCC(CO)C2)c(-c2ccc(Oc3ccccc3)cc2)n1 (stereo not given),3%,-4,?,i,-7%,7%,-4%,-11%,-2.8
O=C(NNc1c(Cl)cc(Cl)cc1Cl)c1n[nH]c(=O)c2ccccc12,1%,-1,10%,i,-8%,3%,-1%,2%,-0.4
CCOc1ccc(/C(CC)=N/NC(=O)C2(C)CC2(Br)Br)cc1 (stereo not given),4%,0,?,i,0%,25%,-16%,4%,1.8
CCOC(=O)c1ccc(N2C(=O)C(CC(N)=O)N(CCc3ccc(OC)c(OC)c3)C2=S)cc1 (stereo not given),2%,2,-11%,i,1%,2%,11%,-16%,-2.4
COc1ccc(CCN2CC(C(=O)NCc3cccc4[nH]ccc34)CCC2=O)cc1 (stereo not given),-4%,-1,-8%,i,1%,1%,-7%,6%,3.1
Cc1cc(C)c2sc(C)[n+](CCCS(=O)(=O)[O-])c2c1,-9%,2,14%,i,5%,2%,-4%,-8%,-2.2
CCc1cc(C(=O)Nc2ccc(OC)nc2)sc1C,-13%,3,?,-27%,3%,10%,8%,?,0.6
CCOC(=O)CC1C(=O)NCCN1C(=O)Nc1ccc(Cl)cc1 (stereo not given),3%,-3,22%,-3%,4%,-26%,-2%,0%,-2.2
Cn1c(CO)cnc1SCC(=O)c1ccc(Br)cc1,-2%[7.66 µM],1,-24%[7.66 µM],-21%,-8%,-3%,0%,-19%,0.5
Oc1ccc(N2CCN(C(c3ccccn3)c3nnnn3C3CCCC3)CC2)cc1 (stereo not given),4%,·,4%,i,13%,-3%,9%,-5%,-2.0
COc1ccc(N=Nc2c(-c3ccc(OC)cc3)[nH]oc2=O)cc1,16%,-2,2%,-1%,-9%,-1%,-3%,14%,1.9
O=c1n(Cc2ccccc2)nc2n1-c1cc(Cl)ccc1OC2,2%,·,-1%,-24%,·,2%,·,·,·
CCc1cccc(N(C(=O)c2csnn2)C(C(=O)NC2CCCC2)c2cccnc2)c1 (stereo not given),-7%,-3,-14%,i,-19%,6%,-6%,6%,0.2
Cc1ccc(N(CC(=O)NCc2ccco2)C(=O)CNS(=O)(=O)c2ccc(F)cc2)c(C)c1,7%,5,?,7%,-28%,9%,-1%,-29%,-0.5
C=CCOc1ccc2ccccc2c1CNCCCN1CCOCC1,?,-2,?,i,0%,-14%,0%,-3%,-0.2
O=C(OCC(=O)c1ccc(S(=O)(=O)N2CCCC2)cc1)C1=COCCO1,-9%,-16,9%,i,-2%,0%,-3%,-5%,-1.7
N#Cc1ccccc1NC(=O)CNc1cc(S(=O)(=O)N2CCOCC2)ccc1NCC1CCCO1 (stereo not given),-1%,-2,17%,i,3%,-7%,2%,-7%,-2.2
O=C(O)C1CCC(Cn2c(SCc3cc(=O)n4cc(Cl)ccc4n3)nc3ccsc3c2=O)CC1 (stereo not given),7%,-7,29%,i,-14%,-1%,4%,-24%,0.4
COc1cc(CNC2CCCCCC2)cc(OC)c1,8%,·,-7%,i,17%,2%,0%,-6%,-0.1
O=S(=O)(Nc1ccc2ccccc2n1)c1ccccc1Cl,0%,-2,38%[activator],i,7%,2%,5%,0%,2.2
COc1ccc(-c2nc(N)ncc2-c2csc(C)n2)c(O)c1OC,-2%,-10,23%,i,7%,11%,-5%,15%,-2.8
Cc1no[n+]([O-])c1COc1ccccc1/C=C1\NC(=S)NC1=O,-12%,-29,107%[activator],i,-3%,-5%,5%,-11%,-1.7
COc1ccc(C(=O)Nc2cc(C)nn2-c2nc3ccccc3[nH]2)c(OC)c1,-22%,11,?,22%,-6%,-2%,3%,1%,1.6

# New compounds follow:
SMILES,GLP1R cytotox,PI5P4K alpha inh,GLP1R inv ag,PTHR1 ag,EPAC1 antagonist,GLP-1R agonist,EPAC1 agonist,PLK1 PBD block,IL2 activator
CCOC(=O)c1nc(Nc2ccc(Nc3ccccc3)cc2)c2ccccc2n1,?,-4,?,-42%[inhibitor],-10%,-3%,4%,5%,-0.4
CN(NC(=O)c1ccccc1F)c1ccc([N+](=O)[O-])cn1,5%,0,4%,-15%,-22%,0%,-3%,0%,-4.6
Cc1nc(C)c(C(=O)NNS(=O)(=O)c2ccccc2)s1,-5%,-1,7%,i,9%,0%,4%,-27%,-1.1
COC(=O)CSc1nnc(CCc2nc3ccccc3[nH]2)n1C,-14%,-7,7%,-23%,0%,-4%,-2%,-26%,-1.1
Nc1ccc2nc(-c3ccccc3)sc2c1,126%[activator],-1,8.9µM*,-7%,-20%,-39%[inhibitor],6%,-11%,0.0
CCOC(=O)C(=O)Nc1cc(C)nn1-c1nc2ccccc2[nH]1,15%,-10,5%,-20%,-13%,-1%,8%,1%,-2.9

# Not all compounds are listed; rates above refer to the full screens.
